Screens (PubChem BioAssay)
PNC assembly inh: High Content Assay for Compounds that inhibit the Assembly of the Perinucleolar Compartment | activity change (PNC), negative = inhibition, % at 10 µM | 3.1% of 140,000 active | PC3M PTB-GFP, PNC prevalence imaging, 16 h; active compounds read low | AID 2417, 2010;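 active means readout at or below -70, meaning at least 70% loss of cells showing the perinucleolar compartment, a nuclear body marking cancer cells; inconclusive means readout between -30 and a set limit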;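 further: plate controls were DMSO wells for no effect and camptothecin positive control wells for full effect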
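Compounds are pinned in duplicate onto adhered PC3M cells stably expressing GFP-tagged PTB and incubated 16 h at 37 C. Cells are then fixed, nuclei stained with Hoechst, and PNC-positive cells counted.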
15-hLO-2 inh: qHTS Assay for Inhibitors of 15-hLO-2 (15-human lipoxygenase 2) | Polyunsaturated fatty acid lipoxygenase ALOX15B (Homo sapiens), O15296 | purified 15hLO-2, xylenol orange hydroperoxide absorbance | Potency, µM (top dose mostly 57.1 µM), without a hit: at the highest dose activity change, negative = inhibition, usual class: inhibitors | 0.56% of 110,000 active; further: potency means the concentration at half of the fitted maximal effect; nearly all actives have a fitted effect of over 60% in size; many of its hits are not listed in these tables
Target sequence (O15296 whole entry, looked up): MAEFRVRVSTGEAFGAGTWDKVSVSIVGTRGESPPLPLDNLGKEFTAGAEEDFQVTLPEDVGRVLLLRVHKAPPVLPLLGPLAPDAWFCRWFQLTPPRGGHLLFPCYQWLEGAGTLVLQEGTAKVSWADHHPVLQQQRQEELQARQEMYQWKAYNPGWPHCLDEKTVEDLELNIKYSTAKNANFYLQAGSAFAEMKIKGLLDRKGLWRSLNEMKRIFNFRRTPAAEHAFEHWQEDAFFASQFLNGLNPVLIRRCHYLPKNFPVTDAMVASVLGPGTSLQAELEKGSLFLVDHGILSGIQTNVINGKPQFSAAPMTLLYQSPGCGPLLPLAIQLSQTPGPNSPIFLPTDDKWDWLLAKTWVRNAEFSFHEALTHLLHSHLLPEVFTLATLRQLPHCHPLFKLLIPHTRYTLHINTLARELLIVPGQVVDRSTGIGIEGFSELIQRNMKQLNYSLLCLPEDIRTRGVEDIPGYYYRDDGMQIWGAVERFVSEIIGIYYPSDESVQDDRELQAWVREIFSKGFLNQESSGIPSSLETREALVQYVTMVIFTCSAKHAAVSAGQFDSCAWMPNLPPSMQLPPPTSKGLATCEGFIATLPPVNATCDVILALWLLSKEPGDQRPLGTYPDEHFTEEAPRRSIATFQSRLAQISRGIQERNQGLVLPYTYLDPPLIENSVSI
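Purified human 15hLO-2 (50 nM final) preincubated with compounds 15 min at room temperature in 25 mM Hepes pH 7.5, 0.01% Triton X-100, then 45 uM arachidonic acid added for 90 min; hydroperoxide detected via ferrous/xylenol orange, 573/405 nm absorbance ratio.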
IMPase cell inh: qHTS Assay for Identifying the Cell-Membrane Permeable IMPase Inhibitors | Inositol monophosphatase 1 (Rattus norvegicus), P97697 | CHO-M1 cells, IP1 accumulation, HTRF TR-FRET ratio | AID 901, 2007 | inhibition (IP1 accumulation), % at 46.1 µM | 120,000 tested, under 10 active; active means well fitted curve in the direction sought with a large enough effect in the signal ratio, not every such curve was filed as active; inconclusive means small, poorly fitted or top-dose-only effect, or a change in a side signal; inactive means no such curve, though single readings can be large or run the other way; the % refers to the signal ratio;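 further: cells stimulated with carbachol in lithium chloride buffer; plate controls were DMSO basal wells for no effect and reference inhibitor wells for full effect; higher means more IMPase inhibition seen as more IP1 and lower FRET ratio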
Target sequence (P97697 whole entry, looked up): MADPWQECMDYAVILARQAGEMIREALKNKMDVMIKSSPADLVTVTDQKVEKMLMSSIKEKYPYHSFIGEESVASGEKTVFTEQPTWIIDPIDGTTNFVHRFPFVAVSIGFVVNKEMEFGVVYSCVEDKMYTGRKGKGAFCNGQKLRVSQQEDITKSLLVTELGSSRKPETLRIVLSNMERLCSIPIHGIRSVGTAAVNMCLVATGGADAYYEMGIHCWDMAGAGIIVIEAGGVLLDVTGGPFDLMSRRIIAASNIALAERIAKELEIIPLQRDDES
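Elevated IP1 in lysates lowers TR-FRET signal (665/620 ratio and 620 channel reported). Cells were CHO-M1, given carbachol (50 uM as added) plus 50mM LiCl, pH 7.4, 30 min, 37C; compounds titrated up to 46 uM; AC50 by Hill equation.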
12-hLO inh: qHTS Assay for Inhibitors of 12-hLO (12-human lipoxygenase) | purified 12-hLO, xylenol orange hydroperoxide absorbance | Potency, µM (doses to about 57.1 µM), without a hit: top-dose activity change, negative = inhibition, usual class: inhibitors | 0.12% of 150,000 active; further: potency means the concentration at half of the fitted maximal effect; nearly all actives have a fitted effect of over 55% in size; many of its hits are not listed in these tables
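Purified human 12hLO (150 nM), preincubated 15 min with compound, then 40 uM arachidonic acid for 30 min, room temperature, Hepes pH 7.0 with 0.01% Triton X-100. Hydroperoxide detected by ferrous iron/xylenol orange; 573/405 nm absorbance ratio gives reaction progress.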
* = called active by the depositor; ? = inconclusive; · = not tested or not shown; & = joins results of further samples; [ ] = remark or other dose. Unless noted, the call rests on the fitted dose curve; in most records, active means well fitted curve in the direction sought with a large enough effect; inconclusive means small, poorly fitted or top-dose-only effect, or another doubt; inactive means no such curve, though single readings can be large; an effect the other way counts as inactive or inconclusive. Unless noted, on the % scale 0 is the no-effect control and ±100 the full control effect. An excerpt; rates above refer to the full screens.

SMILES	PNC assembly inh	15-hLO-2 inh	IMPase cell inh	12-hLO inh
CCCCc1nc2ccccc2c(=O)n1NC(=O)c1c(O)c2c(n(CC(C)C)c1=O)CCCC2	40	9%	0	-6%
COCCNC(=O)CSc1nc(-c2ccccc2)cs1	-13	-6%	?	-3%
Cc1cc(C)n(-c2nnc3n2N=C(c2c[nH]c4ccccc24)CS3)n1	-12	-2%[2.29 µM]	7	-6%
C=CCn1c(NS(=O)(=O)c2ccccc2)c(S(=O)(=O)c2ccc(C)cc2)c2nc3ccccc3nc21	-30	·	-5	-18%
COC(=O)N1CCC2(CCN(C(=O)Nc3cccc(F)c3)CC2)CC1	·	-5%	·	-1%
COc1nc(Nc2ccc([N+](=O)[O-])cc2)nc(NC(C)C)n1	15	·	·	0%
CC(=O)c1c(C)[nH]c(C(=O)OCC(=O)N2CC(=O)Nc3ccccc32)c1C	20	·	·	2%
Cc1ccc2nc(SCC(=O)c3cc(C)n(C)c3C)[nH]c2c1	28	5%	8	-10%
Cc1ccccc1-c1nnc(NC(=O)c2cc3ccccc3oc2=O)s1	-5	·	·	-3%
CCCCn1cc(SCC(=O)O)c2ccccc21	?	-18%	-1	-1%
CCOC(=O)C1=C(C)Nc2nc(=S)[nH]n2C1c1ccc(Cl)cc1 (stereo not drawn)	?	-1%	5	-19%
CSc1cccc(NC(=O)/C=C/c2ccc(Cl)cc2)c1	41	-23%	6	-5%
CCOc1ccc(Cc2nc(C)c(CC(=O)N3CCCCC3)c(=O)[nH]2)cc1	-24	-8%	-1	-3%
Cc1ccc(C)c(NC(=O)Cc2nc(CCl)cs2)c1	?	·	·	-4%
CC(C)OCCCn1c(SCC(=O)N2CCc3ccccc32)nc2ccccc2c1=O	48	·	·	2%
CN1C(=O)C(O)(C2COC(C)(C)CC2=O)c2ccccc21 (stereo not drawn)	?	4%	0	0%
CCCCn1c(SCC(=O)Nc2ccc3c(c2)OCO3)nc2c1c(=O)n(C)c(=O)n2C	-6	-3%	16	1%
Cc1[nH]nc2c1C1(CCN(C(=O)c3ccccc3)CC1)C(C#N)=C(N)O2	-10	8%[2.29 µM]	-1	-1%
CCOC(=O)/C(C(N)=NCCCO)=C(/O)c1ccccc1	?	-12%	6	-9%
Cc1ccc(C(c2nnnn2C2CCCC2)N2CCc3ccccc32)cc1 (stereo not drawn)	14	·	·	0%
c1ccc(CNc2ncnc3nc[nH]c23)nc1	-16	1%	-2	2%
CS(=O)(=O)N1CCN(C(=O)c2cccnc2)CC1	-16	-5%	5	-1%
CCOC(=O)c1c(-c2ccc(C)o2)csc1NC(=O)COC(=O)c1ccc(NC(N)=O)cc1	?	-15%	?	3%
COc1cccc(C(=O)/C=C/c2ccc(N3CCCCC3)c([N+](=O)[O-])c2)c1	30	·	·	-7%
c1ccc2c(c1)OCCOCCOc1ccccc1OCCOCCO2	24	·	·	4%

Overlap with the part before: 4 entries, followed by the next part.
SMILES	PNC assembly inh	15-hLO-2 inh	IMPase cell inh	12-hLO inh
CS(=O)(=O)N1CCN(C(=O)c2cccnc2)CC1	-16	-5%	5	-1%
CCOC(=O)c1c(-c2ccc(C)o2)csc1NC(=O)COC(=O)c1ccc(NC(N)=O)cc1	?	-15%	?	3%
COc1cccc(C(=O)/C=C/c2ccc(N3CCCCC3)c([N+](=O)[O-])c2)c1	30	·	·	-7%
c1ccc2c(c1)OCCOCCOc1ccccc1OCCOCCO2	24	·	·	4%
O=C(CSCc1cccc(Cl)c1)NCc1ccc2c(c1)OCO2	44	3%	-1	-9%
c1ccc(CCNc2ncnc3scc(C4COc5ccccc5O4)c23)cc1 (stereo not drawn)	?	25%	13	-3%
CCN(CC)C(=O)C(=O)N/N=C/c1ccc(C(=O)OC)cc1	12	·	5	1%
CC(C)/C=N/Nc1nc(-c2ccc(Br)cc2)cs1	20	·	·	?
COc1ccc(C(=O)N2CCC3(CCN(C)CC3)CC2)cc1	·	5%	·	0%
C=C(C)CSc1nc(N)cc(=O)[nH]1	-23	0%	14	12%
COCCNc1oc(-c2ccc(F)cc2)nc1C#N	54	5%	-5	2%
COc1ccccc1C1CN=NC12CCCc1ccccc1C2=O (stereo not drawn)	2	8%	5	1%
COC(=O)Cn1c(CN2CCN(c3ccc(F)cc3)CC2)nc2c1c(=O)n(C)c(=O)n2C	?	-5%	11	-1%
O=C(COc1ccc2ccccc2c1Br)N1CCN(c2ccccn2)CC1	?	12%	-13	-3%
CC(=O)/C(C)=N\O	·	7%	?	-5%
Cc1ncc(CSc2ccccc2N)c(CO)c1O	·	-1%[11.4 µM]	·	-2%[11.4 µM]
O=C(CSc1nc(-c2ccccc2)nc2c1Cc1ccccc1O2)Nc1ccccc1	-23	-9%	?	3%
COc1ccc(CCNC(=O)CN(c2ccc(OC)c(OC)c2)S(C)(=O)=O)cc1	-139*	-3%	0	5%
O=C(Nc1cccc([N+](=O)[O-])c1)c1ccc(CN2CCOCC2)cc1	-17	·	·	1%
O=C(CNc1cccc2ccccc12)N/N=C/C(Br)=C/c1ccccc1	55	-16%	15	-1%
COc1ccc(OC)c(S(=O)(=O)n2cccn2)c1	?	-2%	8	-3%
COc1ccc(CCNC(=O)c2ccccc2NC(=O)c2ccco2)cc1OC	43	-4%	6	0%
O=C(CN1CCC(n2nnc3ccccc32)CC1)Nc1ccc2c(c1)CCC2	23	3%[11.4 µM]	-10[1.84 µM]	0%
CCOC(=O)CSc1nc2c(c(=O)n1-c1ccc(OCC)cc1)SCC2	31	-4%	-2	-4%
CCc1ccc2c(c1)cc(CN(C(=S)Nc1ccccc1C)C1CC1)c1nnnn12	?	4%[11.4 µM]	-1[1.84 µM]	0%
O=C(NCc1ccc2c(c1)OCO2)c1ccc2c(c1)C(=O)N(Cc1cccnc1)C2=O	14	1%	10	-7%
C/C=C/C(=O)Nc1ccccc1Br	13	0%	-2	-1%
Cc1ccc(S(=O)(=O)N2CCN(S(=O)(=O)N3CCCCC3)CC2)c(C)c1	-28	-5%	10	-2%
CC(C)CCOc1ccc(-c2c(=O)n(OCc3ccc([N+](=O)[O-])cc3)c3ccccc3[n+]2[O-])cc1	16	-21%	-1	-8%

Next results follow:
SMILES	PNC assembly inh	15-hLO-2 inh	IMPase cell inh	12-hLO inh
Cc1nc(C(=O)Nc2cccc(Cl)c2Cl)nn1-c1cc(OC(C)C)c(Cl)cc1Cl	26	-10%	-6	-9%
O=C1OC(Nc2ccc3c(c2)OCO3)c2ccccc21 (stereo not drawn)	27	?	3	-10%
Cc1ccc2[nH]c3c(=O)n(CCCN4CCOCC4)cnc3c2c1	?	17%	5	0%
CC(C)C1=CC2=CC[C@@H]3[C@](C)(CO)CCC[C@]3(C)C2CC1 (stereo partly drawn)	·	-1%	·	-5%
Cc1cccc(NC(=O)c2cnc3scc(C)n3c2=O)c1	25	·	-7	0%
COc1ccc(CCn2nnc(-c3ccc(NC(C)=O)c(Cl)c3)n2)cc1	?	·	-7	-4%
CC1CCN(C(=O)COC(=O)c2cc(Cl)cc(Cl)c2N)CC1	?	4%	1	-3%
O=C(Nc1ccccc1)N1CCCC2(CCNCC2)C1	·	-1%	·	2%
Cc1ccc(OCCSCc2nnc(NC(=O)Nc3cccc(Cl)c3)s2)cc1	?	·	·	-1%
O/N=C1/CCc2cccc3cccc1c23	24	0%	-3	-5%
Cc1cccc(-c2nc(CS(=O)CC(=O)N3CCCCC3)c(C)o2)c1 (stereo not drawn)	24	-6%	0	4%
CCN(CC)c1cccc(OC2=NS(=O)(=O)c3ccccc32)c1	-24	-10%	9	2%
C/C(=N\NS(=O)(=O)c1ccc(Cl)cc1)c1ccc(O)cc1	?	-16%	-3	-10%
CCOc1ccc2nc(NC(=O)c3cnccn3)sc2c1	-11	-1%	1	-3%
Cc1sc(NC(=O)COc2cccc(-n3cnnn3)c2)c(C#N)c1C	3	11%	-1	-8%
COc1ccc(NC(=O)CCCN2C(=O)CCC2=O)cc1Cl	17	-6%	9	-2%
COCC(C)NC(=O)c1oc2c(c1C)C1(CCC2)SCCS1 (stereo not drawn)	51	·	·	-4%
O=C(CSc1nnc(-c2ccco2)o1)NCC(=O)c1ccccc1	?	-10%	4	1%
O=C(Cc1ccccc1[N+](=O)[O-])N1CCN(c2ccccc2F)CC1	-18	·	3	-1%
CCc1ccc(S(=O)(=O)NCc2cn3cccc(C)c3n2)s1	62	1%	-1	6%
CCOC(=O)CC1(C)NC(=O)c2c(C)sc(C(=O)OCC)c2N1 (stereo not drawn)	8	5%	-9	-5%
Cc1cc(N2CCOCC2)c2c(N)c(Br)cc(C)c2n1	-10	-3%	13	-4%
O=[N+]([O-])c1ccc(Oc2ccc(S(=O)(=O)N3CCCCC3)cc2)cc1	?	·	·	3%
CCOC(=O)c1c(NC(=O)CSc2ncn[nH]2)sc(C)c1C	?	9%	-9	6%
Cc1ccc(-c2oc3ccccc3c(=O)c2O)cc1	-9	?	-11	?

(continued)
SMILES	PNC assembly inh	15-hLO-2 inh	IMPase cell inh	12-hLO inh
N#Cc1nc(-c2ccc(OCc3ccc(Cl)cc3)cc2)oc1NCCCn1ccnc1	9	19%	19	-1%
Cc1ccc2c(c1Br)/C(=N/N1C(=O)c3ccccc3C1=O)C(=O)N2	59	?	0	-10%
COc1ccc(CC(=O)N2CCN(c3ccccn3)CC2)cc1OC	-29	-4%	1	0%
COc1ccc2oc(=O)c(C(=O)N3CCN(c4ccc(F)cc4)CC3)cc2c1	34	·	0	-6%
Cc1nc2c(C(=O)NCc3ccc4c(c3)OCO4)c[nH]n2c(=O)c1Cc1ccccc1F	88	11%	-14	-7%
COCCNC(=O)C(C)OC(=O)c1cc2sccc2n1C (stereo not drawn)	?	-1%	-6	4%
Cc1ccc(OCC(=O)NCC(=O)Nc2ccc(F)cc2)c([N+](=O)[O-])n1	-13	·	·	-1%
CC1=C(C(=O)N2CCOCC2)C(c2ccccc2F)C2=C(CC(C)(C)CC2=O)N1 (stereo not drawn)	20	1%	-10	-1%
O=C(Nc1ccccc1)C1CCN(c2nccs2)CC1	15	-2%	3	-5%
OCC1O[C@H](O[C@H]2C(O)C(O)C(O)O[C@@H]2CO)C(O)C(O)C1O (stereo partly drawn)	·	1%	·	1%
CCN(CC)CCOC(=O)c1cc(Cl)c(N)cc1OC	·	-1%&6%	7	-1%&-1%
C=CCNC(=S)Nc1ccc2nsnc2c1	32	·	·	-1%
CNc1c([N+](=O)[O-])cnn1-c1ccccc1Cl	55	8%	-4	-4%
COc1ccc(CN2CCC(C(=O)N(C)CCc3ccc(OC)c(OC)c3)CC2)c(OC)c1	17	-4%	4	-6%
CCCCCCCCCCn1cc(C(C)=O)c(=O)[nH]c1=O	19	-3%	-8	1%
CCN(Cc1ccccc1)C(c1ccc(C)cc1)c1nnnn1C(C)(C)CC (stereo not drawn)	-4	-3%	4	-4%
C[N+]1(CCC[N+]2(C)C[C@H]3[C@H](C2)[C@H]2C=C[C@@H]3CC2)CCOCC1 (stereo partly drawn)	·	6%[11.4 µM]	·	0%[11.4 µM]
COc1ccc(-c2cc(-c3nnc(COC(=O)CC4CCCC4)o3)c3ccccc3n2)cc1OC	?	·	·	0%
O=C(CSc1nnc(-c2ccc(F)cc2)o1)Nc1ccc(S(=O)(=O)N2CCCCCC2)cc1	20	-7%	9	-5%
CC(C)(C)c1ccc(-c2n[nH]c(=S)n2/N=C/c2ccncc2)cc1	-17	·	·	-2%
O=C(NCc1ccc2c(c1)OCO2)c1cc2c(s1)CS(=O)(=O)C2	?	-3%	-21	-10%

PNC assembly inh, entries above that show a hit.
SMILES	PNC assembly inh	15-hLO-2 inh	IMPase cell inh	12-hLO inh
COc1ccc(CCNC(=O)CN(c2ccc(OC)c(OC)c2)S(C)(=O)=O)cc1	-139*	-3%	0	5%
